TEAD-YAP block: TEAD-YAP interaction inhibition. AID 1259422. HEK-TIYL cells, TEAD-Gal4/YAP UAS-luciferase luminescence. 640,000 compounds, 1.4% hits. inhibition, % at 9.12 µM; in the data active means inhibition above about 32%;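 further: 0% = median of test compound wells and 100% = reference inhibitor wells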
MITF primary: human MITF inhibition, primary screen; O75030; AlphaScreen MITF homodimerization, bead proximity signal; inhibition, % at 2.6 µM; 650,000 compounds, 0.91% hits; AID 1259374; in the data active means inhibition above about 50%;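 further: 0% = vehicle wells with protein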
Target sequence (O75030 whole entry, looked up): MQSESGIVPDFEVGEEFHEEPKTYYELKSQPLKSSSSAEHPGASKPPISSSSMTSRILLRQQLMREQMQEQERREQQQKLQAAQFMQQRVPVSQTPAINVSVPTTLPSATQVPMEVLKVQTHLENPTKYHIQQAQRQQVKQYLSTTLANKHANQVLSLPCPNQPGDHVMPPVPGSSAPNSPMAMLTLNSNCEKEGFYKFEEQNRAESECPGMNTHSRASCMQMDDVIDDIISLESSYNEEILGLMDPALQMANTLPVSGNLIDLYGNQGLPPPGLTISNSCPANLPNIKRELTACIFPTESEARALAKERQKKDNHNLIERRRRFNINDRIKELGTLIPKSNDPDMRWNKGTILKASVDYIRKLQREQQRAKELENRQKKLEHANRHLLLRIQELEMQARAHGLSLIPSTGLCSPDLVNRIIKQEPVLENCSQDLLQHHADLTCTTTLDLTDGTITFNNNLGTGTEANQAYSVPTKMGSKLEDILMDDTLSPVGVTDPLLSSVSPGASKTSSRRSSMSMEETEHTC
GPR151 ag: activates the human receptor GPR151; 650,000 compounds, 1% hits; Q8TDV0; activation, % at 11.2 µM; PathHunter beta-arrestin GPR151 cells, luminescence; in the data active means activation above about 4.9%;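 further: 0% = median of compound wells and 100% = cells with positive control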
Target sequence (Q8TDV0 whole entry, looked up): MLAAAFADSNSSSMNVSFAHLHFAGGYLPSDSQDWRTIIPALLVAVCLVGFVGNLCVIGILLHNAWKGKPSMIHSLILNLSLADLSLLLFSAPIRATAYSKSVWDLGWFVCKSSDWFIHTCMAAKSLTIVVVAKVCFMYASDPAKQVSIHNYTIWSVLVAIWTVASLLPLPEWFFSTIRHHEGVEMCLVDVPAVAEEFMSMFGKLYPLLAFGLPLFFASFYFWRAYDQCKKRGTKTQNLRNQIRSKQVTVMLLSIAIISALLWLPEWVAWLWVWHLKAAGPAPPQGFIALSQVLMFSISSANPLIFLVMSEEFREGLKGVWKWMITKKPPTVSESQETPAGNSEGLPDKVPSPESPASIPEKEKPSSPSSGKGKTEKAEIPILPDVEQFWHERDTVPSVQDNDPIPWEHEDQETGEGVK
FBW7 act: activators of human E3 ligase FBW7; Q969H0; AlphaScreen FBW7–phospho-cyclin E peptide binding, activator screen; normalized activity (activation), % at 26.1 µM; 650,000 compounds, 0.13% hits; in the data active means normalized activity above about 1.9%;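 further: purified mutant Fbw7 with reduced substrate affinity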
An asterisk follows results filed as active; . = not tested or not shown; & = joins results of further samples; ! = a repeat was not active.

SMILES | TEAD-YAP block | MITF primary | GPR151 ag | FBW7 act
Cc1cc(/C=C(\C#N)C(=O)Nc2ccccc2)c(C)n1-c1cccc(C(=O)O)c1 | -1 | 10 | -0.1 | 0.0
NC(=O)NC1NC(=O)NC1=O (stereo not given) | -8&5 | 8&11&6 | 5.7*! | 0.5&0.1&0.2
CCN1CCCC1CNC(=O)C(=O)Nc1cccc(F)c1 (stereo not given) | 2 | 8 | -0.1 | 0.1
CCCCCCC1CCC(c2nc(-c3ccncc3)no2)CC1 (stereo not given) | -8 | 6 | -1.6 | 0.0
Cc1nc(-c2ccc(F)cc2)sc1-c1ccc(SCCN2CCOCC2)nn1 | -23 | 0 | 1.4 | -0.1
FC(F)(F)c1ccccc1CN1CCN(C2CCCC2)CC1 | 6 | 64* | 3.1 | -0.1
COC(=O)C1=CN(Cc2ccc(OC)cc2)C=C(C(=O)OC)C1c1ccc(OC)c(OCc2ccccc2)c1 | 50* | -3 | -0.9 | -0.1
CCn1c(SCC(=O)NCc2ccccc2)nnc1-c1ccccc1O | 8 | -1 | -0.2 | 0.7
O=C(CS(=O)(=O)c1ccc(F)cc1)Nc1ccccc1-c1nc2ccccc2[nH]1 | 0 | -3 | -2.3 | -0.1
COc1ccc(-c2cc(NCc3cccc(C(F)(F)F)c3)nc(N)n2)cn1 | 46* | 1 | 3.8 | -0.1
C=CCNc1nc(Nc2ccc(-c3nc4ccccc4o3)cc2)nc(N2CCCC2)n1 | 1 | 3 | -0.1 | -0.1
O=CNC(Nc1ccc(Cl)cc1Cl)C(Cl)(Cl)Cl (stereo not given) | 3 | -4 | -0.3 | 0.0
OC(COc1ccccc1Cl)CN1CCCC1 (stereo not given) | 7 | -9 | -0.4 | -0.1
COCCN(C(=S)Nc1ccccc1OC)C(C)c1ccco1 (stereo not given) | 8 | -7 | 0.3 | 0.0
CCc1ccc(NC(=O)C2CC(=O)N(c3ccc(C)cc3)C2)cc1 (stereo not given) | 8 | 5 | 0.7 | -0.1
CCC1Oc2nc3cc(C)cc(C)c3cc2CN(Cc2cccnc2)C1=O (stereo not given) | -2 | 1 | -1.3 | 0.1
COCC(=O)NCC1CCC2(CCN(Cc3cnn(-c4ccccc4)c3)CC2)O1 (stereo not given) | 5 | 4 | -0.3 | 0.0
CC(C)CNc1nc(-c2ccc(F)c(Cl)c2)cnc1N | 1 | 12 | 1.5 | 0.0
Cc1ccc(CN2C(=O)CCNc3ccc(C(F)(F)F)cc32)cc1 | 2 | 8 | -0.5 | 0.3
COc1ccccc1NC(=O)Nc1nnc(N2CCCCCC2)s1 | -6 | 16 | -1.0 | 0.3
CCOC(=O)c1c(C)oc2c(Cl)cc(NS(=O)(=O)c3ccc(OCC)cc3)cc12 | 56* | 0 | 1.2 | 0.5
Cc1ccc(C(=O)Nc2ccc(C(=O)O)cc2)cc1S(=O)(=O)Nc1cccc(F)c1 | -7 | -6 | -0.2 | -0.1
COc1ccccc1CNC(=O)CC1C(=O)NCCN1Cc1ccc(-c2ccccc2)cc1 (stereo not given) | 2 | -16 | 1.9 | 0.1
COC(=O)CNC(=O)c1cccc(OC)c1 | 0 | 9 | 0.8 | 0.1
[O-][n+]1c2ccc3nonc3c2nn1-c1ccccc1 | -5 | 16 | -0.5 | 0.2
NC(=O)CSc1nnc(SCc2cccc3ccccc23)s1 | -35 | 6 | 1.1 | 0.1
CC(=O)Oc1ccc(C2C(C#N)=C(C)NC3=C2C(=O)CC(C)(C)C3)cc1 (stereo not given) | 6 | 15 | -0.9 | 0.0
Cc1cccc(NC(=O)C(=O)NCCc2ccccc2Cl)c1C | 8 | 10 | -0.5 | 0.5
CCCNc1nc(N2CCCC2)nc(N2CCCC2)n1 | -2 | -13 | 1.5 | -0.1
COc1ccc(/C=C2\C(=O)NC(=O)N(C)C2=O)cc1OC | 4 | 22 | 0.1 | 0.0
CCOC(=O)C1=C(C)NC(=S)NC1c1ccc(O)c(OCC)c1 (stereo not given) | -9 | 6 | 1.0 | 0.1
CCc1ccccc1NC(=O)C(CC)Sc1nc2cc3c(cc2c(=O)n1Cc1ccco1)OCO3 (stereo not given) | 8 | 0 | 1.5 | 0.0
c1ccc(CN2CCC(Nc3nc(-c4csc5ccccc45)nc4c3ncn4C3CCCCC3)CC2)cc1 | -1 | -1 | 0.0 | 0.0
O=C(CCC1(Cc2ccccc2)CCC(=O)N1)NCc1ccco1 (stereo not given) | -64 | 4 | -0.9 | 0.0
NC(=O)c1ccc(C(=O)NNC(=S)NCc2ccc(Cl)cc2)cc1 | -4 | 3 | -0.6 | -0.1
O=[N+]([O-])c1ccc(N2CCN(C(c3ccncc3)c3nnnn3C3CCCC3)CC2)cc1 (stereo not given) | -7 | 22 | -1.6 | 1.2

Structural class, the entries above with a COOH group
SMILES | TEAD-YAP block | MITF primary | GPR151 ag | FBW7 act
Cc1cc(/C=C(\C#N)C(=O)Nc2ccccc2)c(C)n1-c1cccc(C(=O)O)c1 | -1 | 10 | -0.1 | 0.0
Cc1ccc(C(=O)Nc2ccc(C(=O)O)cc2)cc1S(=O)(=O)Nc1cccc(F)c1 | -7 | -6 | -0.2 | -0.1

(continued)
SMILES | TEAD-YAP block | MITF primary | GPR151 ag | FBW7 act
CC(/C=C1\SC(=O)N(CC(=O)Nc2ccc(O)cc2)C1=O)=C\c1ccccc1 | 13 | 8 | 1.0 | -0.2
CC(c1cccs1)N(C)C(=O)COc1ccc(N2CCN(c3ccccn3)CC2)nn1 (stereo not given) | 0 | 6 | 0.9 | 0.1
CC1=C(C(=O)Nc2ccc(Br)cn2)C(c2cccc(Oc3ccccc3)c2)C2=C(CCCC2=O)N1 (stereo not given) | 5 | -6 | 0.6 | 0.0
O=C(Cn1c(=O)n(-c2ccccc2)c(=O)c2oc3ccccc3c21)Nc1ccccc1F | 0 | 0 | 1.1 | 0.0
C=CCN(c1ccc(C(=O)Nc2sc3c(c2C(=O)OC)CCCC3)cc1)S(C)(=O)=O | 0 | 7 | 1.8 | -0.1
CCCSc1nnc(-c2ccncc2)n1-c1ccccc1 | 0 | -5 | -0.6 | -0.1
COc1ccc(C2C3=C(CC(C)(C)CC3=O)Nc3nc(SC)[nH]c(=O)c32)cc1 (stereo not given) | 2 | -6 | 0.3 | 0.0
Cc1ccc(-c2csc(Nc3ccc(O)cc3)n2)cc1 | -91 | 1 | -0.8 | -0.2
Cc1cc2c(cc1S(=O)(=O)CCC(=O)Nc1cccc3ccccc13)OCC(=O)N2 | 1 | 5 | 0.0 | -0.2
COc1ccccc1NC(=O)N1CCN(CC(=O)c2ccco2)CC1 | -7 | 10 | -1.4 | -0.3
COC(=O)N/N=C/c1ccc(OC)c(OC)c1 | -6 | 21 | 0.4 | 0.2
Cc1c(C(=O)O)sc2ncnc(N(C)c3ccccc3)c12 | 4 | -2 | 1.7 | 0.1

Some entries already given with just FBW7 act.
mol | FBW7 act
Cc1cc2c(cc1S(=O)(=O)CCC(=O)Nc1cccc3ccccc13)OCC(=O)N2 | -0.2
c1ccc(CN2CCC(Nc3nc(-c4csc5ccccc45)nc4c3ncn4C3CCCCC3)CC2)cc1 | 0.0
NC(=O)CSc1nnc(SCc2cccc3ccccc23)s1 | 0.1
CC(/C=C1\SC(=O)N(CC(=O)Nc2ccc(O)cc2)C1=O)=C\c1ccccc1 | -0.2
CCOC(=O)C1=C(C)NC(=S)NC1c1ccc(O)c(OCC)c1 (stereo not given) | 0.1
COc1ccc(-c2cc(NCc3cccc(C(F)(F)F)c3)nc(N)n2)cn1 | -0.1

More results follow:
SMILES | TEAD-YAP block | MITF primary | GPR151 ag | FBW7 act
COc1ccccc1NC(=O)N1CCCC1C(=O)NC(C)(C)C (stereo not given) | -1 | 4 | -0.1 | 0.0
O=C(CC1C(=O)NCCN1CC(c1ccccc1)c1ccccc1)NC1CCOCC1 (stereo not given) | -5 | 2 | -0.7 | 0.0
O=C(OC1CCOC1=O)c1cccc(S(=O)(=O)Nc2ccc(F)cc2)c1 (stereo not given) | 0 | 2 | -1.7 | -0.1
COCCNC(=O)CCC1CCN(Cc2ccc(NC(C)=O)cc2)CC1 | 0 | 8 | -1.7 | 0.1
COc1ccc(-c2nnc3ccc(SCC(=O)Nc4ccccc4F)nn23)cc1OC | 1 | 7 | -0.4 | 0.5
Cc1cc(C(=O)CN2CCC(C)CC2)c(C)n1-c1ccc(Cl)cc1 | -35 | 9 | -0.2 | 0.1
CNC(=O)/C(=C/c1ccc(Br)cc1)NC(=O)c1ccccc1 | -1 | 11 | -0.2 | 0.2
CCOc1ccc(CN2CCN(C(C)C)C(CCO)C2)cc1CO (stereo not given) | -3 | 3 | -0.1 | 0.0
COC(=O)c1ccc(COC(=O)CNC(=O)CNC(=O)c2ccc(C)cc2)cc1 | -2 | 8 | -1.0 | -0.1
CCCOc1ccc(/C=C2\SC(=N)N(c3ccc(Cl)cc3)C2=O)cc1OC | -8 | 1 | -0.9 | -0.1
CSc1ccc(-c2nc(O)c3cnccn23)cc1 | -7 | -15 | 1.7 | 0.1
CCN(CC)C(=O)C1CCCN(Cc2ccccc2[N+](=O)[O-])C1 (stereo not given) | -1 | 3 | 0.6 | -0.2
O=S(=O)(c1cccc2nsnc12)N1CCN(c2ncccn2)CC1 | -16 | 36 | 0.0 | 0.8
CC1=C(C/C=C(\C)CCC[C@H](C)CCC[C@H](C)CCCC(C)C)C(=O)c2ccccc2C1=O | 3 | 15 | 0.6 | 0.2
CCC(O)C1CCN(C(=O)CCc2nnc(CCCc3ccccc3)o2)CC1 (stereo not given) | -67 | 5 | -2.3 | -0.1
CC(C)(C)NC(=O)c1ccc(COc2ccccc2Br)o1 | -16 | 8 | -0.7 | 0.2
FC(F)(F)c1cccc(-n2cc(-c3ccccc3)c3c(NCc4cccc(Cl)c4)ncnc32)c1 | -8 | -4 | -0.4 | 0.1
COC(=O)c1cc(CNC(=O)c2ccoc2)cc(NC(=O)c2ccccc2OC)c1 | 11 | -1 | -1.2 | 0.0
COc1ccccc1-n1c(SCC(N)=O)nnc1-c1ccco1 | -2 | -4 | -0.3 | 0.0
Cc1nc2ccc(Cl)cc2c(-c2ccccc2)c1C(N)=O | 3 | 2 | -0.6 | 0.1
CCN1C(=O)/C(=C/c2cc(OC)c(OC)cc2OC)C(=O)NC1=S | 1 | 2 | -0.4 | -0.1
O=C(NCCc1ccccc1)C1CC12CCN(Cc1cccs1)CC2 (stereo not given) | -1 | 3 | 0.2 | 0.1
COc1ccccc1-c1cc(C(=O)Nc2ccc(C(C)=O)cc2)no1 | -18 | 9 | -0.4 | 0.2
COc1ccccc1NC(=O)CSc1cn(CC(=O)N2CCOCC2)c2ccccc12 | 0 | -12 | -1.0 | 0.0
Clc1ccc(-n2cc(-c3ccccc3)c3c(NCCCN4CCOCC4)ncnc32)cc1 | 3 | 3 | -0.3 | 0.0
COC(=O)CNc1ncnc2c1nnn2Cc1ccccc1Cl | 21 | 6 | 0.1 | 0.1
Cc1cc(C)n(-c2ccc(Nc3ccc(NC(=O)c4c(F)cccc4Cl)cc3)nn2)n1 | -40 | -1 | 1.0 | 0.0
O=P(O)(O)OC1[C@@H](OP(=O)(O)O)[C@@H](O)C(O)[C@H](O)[C@H]1OP(=O)(O)O (stereo not given in full) | . | -7 | -1.8 | .
COc1ccc(S(=O)(=O)N(C)c2ccc(C(=O)NCc3ccccc3OC)cc2)cc1 | 6 | -8 | -1.3 | -0.1
COc1ccc(O)c(/C=N/NC(=O)COc2ccccc2C)c1 | 0 | -12 | -0.2 | -0.1

Bioassay records: PubChem BioAssay, The Scripps Research Institute Molecular Screening Center
